# RBX1-CUL1 inh – human ROC1-CUL1 E3 ligase inhibition; in vitro K48 di-Ub FRET, acceptor:donor ratio, 45 min; inhibition, % at 10 µM; P62877+Q13616; 140,000 tested, 0.6% active; in the data active = inhibition above about 25%
# Target sequence (P62877 whole entry, looked up): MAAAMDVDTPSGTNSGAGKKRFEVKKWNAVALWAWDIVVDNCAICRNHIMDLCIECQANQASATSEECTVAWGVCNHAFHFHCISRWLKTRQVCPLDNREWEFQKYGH
# Target sequence (Q13616 whole entry, looked up): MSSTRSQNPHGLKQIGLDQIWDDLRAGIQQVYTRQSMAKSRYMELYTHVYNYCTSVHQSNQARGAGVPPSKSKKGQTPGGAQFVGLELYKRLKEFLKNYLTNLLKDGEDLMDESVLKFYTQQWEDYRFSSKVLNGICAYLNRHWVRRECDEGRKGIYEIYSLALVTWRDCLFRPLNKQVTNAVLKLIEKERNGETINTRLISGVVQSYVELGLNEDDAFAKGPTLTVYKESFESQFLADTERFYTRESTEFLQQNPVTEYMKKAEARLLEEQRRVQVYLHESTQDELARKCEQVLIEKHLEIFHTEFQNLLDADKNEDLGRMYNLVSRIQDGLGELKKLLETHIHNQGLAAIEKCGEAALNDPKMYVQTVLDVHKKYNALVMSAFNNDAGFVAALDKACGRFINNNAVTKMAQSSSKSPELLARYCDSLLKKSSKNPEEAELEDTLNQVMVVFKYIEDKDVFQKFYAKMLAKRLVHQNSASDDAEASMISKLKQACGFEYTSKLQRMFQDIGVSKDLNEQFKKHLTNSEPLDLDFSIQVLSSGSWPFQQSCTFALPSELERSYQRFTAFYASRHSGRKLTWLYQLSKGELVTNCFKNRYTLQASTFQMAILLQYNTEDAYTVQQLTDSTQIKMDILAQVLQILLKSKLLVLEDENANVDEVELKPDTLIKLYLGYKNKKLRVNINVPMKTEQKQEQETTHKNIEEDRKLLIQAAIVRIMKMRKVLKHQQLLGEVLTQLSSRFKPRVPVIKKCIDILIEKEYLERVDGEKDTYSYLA
# Active calls of the source: *. Only part of the results is shown, so the mix of outcomes need not match the whole.
# The opening 3 entries, ahead of the listing:
Compound,RBX1-CUL1 inh
Cc1cc(C)n(C(=O)c2c([N+](=O)[O-])c(C)nn2C)n1,9
Cn1nc(C(F)(F)F)cc1C(=O)NCc1cc2cc(Cl)ccc2[nH]1,5
Cc1ccc(S(=O)(=O)c2cn(Cc3ccccc3)c3cc(N4CCOCC4)c(F)cc3c2=O)cc1,-12

# The list itself (from the top)
Compound,RBX1-CUL1 inh
Cc1cc(C)n(C(=O)c2c([N+](=O)[O-])c(C)nn2C)n1,9
Cn1nc(C(F)(F)F)cc1C(=O)NCc1cc2cc(Cl)ccc2[nH]1,5
Cc1ccc(S(=O)(=O)c2cn(Cc3ccccc3)c3cc(N4CCOCC4)c(F)cc3c2=O)cc1,-12
C=C1c2ccc(OC)cc2NC(=O)N1c1ccccc1,-2
CCCSCCCNC(=O)CN1C(=O)COc2ccc(S(=O)(=O)N3CCCCCC3)cc21,-2
CC(C)(N)c1cn(C2CCN(Cc3ccnc4ccccc34)CC2)nn1,1
CCN1CCN(C(=O)C2(C)CCCCC2)CC1,13
O=C1CC(CSCN2C(=O)c3ccccc3C2=O)=NC(=O)N1,-8
CN(CC1CCCN(CCc2ccc(F)cc2)C1)C(=O)c1cscn1 (stereo not given),-8
COc1cc(CNCc2cccnc2)ccc1OCC(O)CN1CCSCC1 (stereo not given),1
O=C(Cc1cccs1)NC1CCCCC1,0
CCOC(=O)C(C)C(c1c(C)[nH]c2ccccc12)c1c(C)[nH]c2ccccc12 (stereo not given),2
CC(C)CC(NC(=O)Cn1ncc(N(C)C)cc1=O)c1ncnn1C (stereo not given),-1
CCc1cccc(NC(=O)c2sc3nc[nH]c(=O)c3c2C)c1,1
CCOc1cc(C2C3=C(CC(C)(C)CC3=O)N(CCOC)C3=C2C(=O)CC(C)(C)C3)cc(Cl)c1OCC(=O)Nc1ccccc1,-5
Cc1c(-c2cccc(NC(=O)c3ccc(F)c(F)c3)c2)nc2ncccn12,-6
Cc1cccc(CN2CCCC3(CCN(c4cnccn4)C3)C2=O)c1 (stereo not given),12
Cc1oncc1C(=O)Nc1cc(Cl)cc(Cl)c1,-4
COc1ccc(N(C(=O)c2ccccc2C)S(=O)(=O)c2ccc(C)cc2)cc1,5
O=C1C2CC=CCC2C(=O)N1c1ccc(Oc2ccc3ccccc3c2)cc1 (stereo not given),-8
CC(C)CC1NC(=O)N(c2ccccc2)C1=O (stereo not given),-3
CCN(C(=O)C1CCN(C(=O)c2ccccc2F)CC1)C1CCCCC1,1
CC1(C)CC(=O)C2C(=Nc3ccccc3NC2c2ccccc2Cl)C1 (stereo not given),7
Cc1c(CC(=O)NCC2COCCO2)c2c(n1Cc1ccccc1)CCCC2=O (stereo not given),0
CO[C@H]1[C@H](NC(=O)c2ccsc2)c2ccccc2C12CCN(Cc1c(F)ccc(F)c1F)CC2,-9
CC1(C)CC(=O)CC(=NCCc2c[nH]c3ccccc23)C1,-18
COc1ccc(CCNC(=O)c2cnc3sc(N4CCOCC4)nn3c2=O)cc1,2
CCc1nn(CC(=O)Nc2ccc(N(CC)CC)cc2C)c(=O)c2cc3sccc3n12,6
Cc1ccc(NC(=O)c2ccc3c(c2)NC(=O)C(S(=O)(=O)c2ccccc2)C3=O)cc1Cl (stereo not given),5
CC(=O)c1[nH]c(C)c(C(=O)NCC2CCN(c3cnn(C)c(=O)c3)C2)c1C (stereo not given),-3
O=C(OCCN1CCOCC1)c1ccc(F)cc1,-4
CC1(C)Cc2c(nc3c4c(sc3c2N2CCOCC2)C(=O)NC2(C)CCC(=O)N42)CS1 (stereo not given),10
Cc1ccc(NC(=O)c2c(C)oc3ccc(O)c(CN4CCCCC4)c23)c(C)c1,-5
CCN(C(=O)CN1CCOCC1)C1(C)C(=O)c2ccccc2C1=O,-1
Cc1ccc(CSc2nnc3c(n2)OC(c2ccsc2)Nc2ccccc2-3)cc1 (stereo not given),-13
COc1cccc(-c2cc(CC3(O)CCN(Cc4cnn(C)c4)CC3)on2)c1,9
CSc1c(SCc2ccccc2)cnn(-c2ccccc2)c1=O,-2
CC(=O)Oc1c(C)c(SC(C)(C)C)c(OC(C)=O)c2ccccc12,-7
O=C1c2ccccc2-c2c1cccc2C(=O)N(Cc1ccccc1)c1ccccc1,-7
COc1cc2cc(CNc3ccccc3)c(=O)n(CC(=O)Nc3cccc(Cl)c3C)c2cc1OC,-11
COc1ccccc1NC(=O)CSc1oc(-c2ccccc2)nc1S(=O)(=O)c1ccc(C)cc1,3
O=C(CCC(=O)N1CCOc2ccc(CN3CCc4ccccc4C3)cc2C1)c1ccc(F)cc1,-2
CC(=O)CSc1nc(SCC(C)=O)c2c(C)c(C)sc2n1,9
Cc1ccc(Cl)cc1-n1nnc(C(=O)Nc2ccccc2)c1C,-1
O=S(=O)(N1CCCC1)N1CCN(c2ccc(Cl)cc2)CC1,-8
COCC(C)NC(=O)c1cnn2c1NC(c1cccc(OC)c1)CC2C(F)(F)F (stereo not given),-17
O=C(CCc1ccc(S(=O)(=O)NCc2ccccc2)cc1)N1CCN(c2cccc(Cl)c2)CC1,7
COC(=O)Cc1c[nH]c2ccc(OCC(O)CN3CCOCC3)cc12 (stereo not given),16
CNC(=O)c1ccc(C2CCCN2C(=O)CCn2ccc(=O)[nH]c2=O)s1 (stereo not given),5
CCn1c(SCC(=O)NCc2ccco2)nnc1-c1cccs1,-3

# Some of the entries above, set out differently.
O=C1c2ccccc2-c2c1cccc2C(=O)N(Cc1ccccc1)c1ccccc1
  RBX1-CUL1 inh: -7

CCN(C(=O)CN1CCOCC1)C1(C)C(=O)c2ccccc2C1=O
  RBX1-CUL1 inh: -1

Cc1ccc(CSc2nnc3c(n2)OC(c2ccsc2)Nc2ccccc2-3)cc1 (stereo not given)
  RBX1-CUL1 inh: -13

# Next section.
Compound,RBX1-CUL1 inh
O=C(Cn1nc2ccccc2n1)N1CCCC(Nc2ccc3c(c2)OCCO3)C1 (stereo not given),8
Cn1c(=O)c2c(SCC(=O)NCc3ccco3)nc(-c3ccccc3Cl)nc2n(C)c1=O,-1
COc1ccccc1N(CC(=O)Nc1cc(C)cc(C)c1)S(C)(=O)=O,-4
COc1ccc(OCC(=O)Nc2ccc(S(=O)(=O)N3CCN(C)CC3)cc2)cc1,-12
COc1ccc(C(c2ccc(OC)c(Br)c2)C(Cl)Cl)cc1Br,0
NC(=O)CN(c1ccccc1)C1SC(=O)N(Cc2cccc(C(=O)O)c2)C1=O (stereo not given),0
Cc1ccc(C)c(N2CCN(C(=O)C3CCCN(S(=O)(=O)c4cccc5nonc45)C3)CC2)c1 (stereo not given),-2
CC1C/C(=C\c2cccs2)C(=O)/C(=C/c2cccs2)C1 (stereo not given),13
O=C(NC(=S)N1CCc2ccccc2C1)C12CC3CC(CC(C3)C1)C2,3
O=C(CSc1nnc(CNc2cccc3ccccc23)n1-c1ccccc1)N/N=C/c1ccc(Cl)cc1Cl,-6
Cc1ccccc1Cn1c(-c2cccs2)nc2ccccc21,-3
O=C(Cn1c(=O)c2sccc2n(CC(=O)Nc2ccc(Cl)cc2Cl)c1=O)NCCc1ccccc1,-2
CC(=O)c1cc(C(=O)NCc2cccnc2N2CCOCC2)[nH]n1,0
Cc1cccc(NC(=O)c2ccc3c(c2)C(=O)N(N2C(=O)c4ccccc4C2=O)C3=O)c1C,-3
Cc1cc(OC(C)C(=O)N2CCN(c3ccccc3)CC2)cc(C)c1Cl (stereo not given),12
CSCCC(=O)NC1CC(=O)N(Cc2ccccc2Cl)C1 (stereo not given),-2
CNC(=O)C(C)Oc1cc(C)cc(C)c1 (stereo not given),2
COc1ccc(C2CC(=O)c3cnc4c(-c5ccccc5)c(C)nn4c3C2)cc1OC (stereo not given),2
CSc1nc(Cl)c(Cc2ccc(OCC(C)C)cc2)c(N2CCCCC2)n1,3
CC(C)C(=O)NCC(c1ccc2c(c1)OCO2)N1CCN(c2ccccc2F)CC1 (stereo not given),-10
O=C(NCc1cccnc1)C1CCN(C2CCN(Cc3ccccc3O)CC2)CC1,7
CCC(=O)c1cccc(C(=O)c2ccccc2)c1,-8
CC1C(=NC(=O)CSc2nnc(Cc3ccccc3)o2)C(=O)N(c2ccccc2)N1C (stereo not given),-1
CCOCCc1nn2c(=O)cc(COC(=O)Cc3ccccc3)nc2s1,0
CCOC(=O)c1c(-c2ccc(OC)cc2)csc1NC(=O)c1ccco1,1

# The last 3 records of the section above lead into the next:
Compound,RBX1-CUL1 inh
CC1C(=NC(=O)CSc2nnc(Cc3ccccc3)o2)C(=O)N(c2ccccc2)N1C (stereo not given),-1
CCOCCc1nn2c(=O)cc(COC(=O)Cc3ccccc3)nc2s1,0
CCOC(=O)c1c(-c2ccc(OC)cc2)csc1NC(=O)c1ccco1,1
CC1=NC(C)=C(C(=O)OCCNC(=O)c2ccccc2O)C(c2cccc([N+](=O)[O-])c2)C1C(=O)OC(C)C (stereo not given),1
OC1OCCCC1OCc1ccccc1 (stereo not given),3
Cc1ccc(S(=O)(=O)Nc2nc3cc(C)c(C)cc3[nH]2)cc1,-4
CCCCC(=O)Nc1cc(C)c(O)c(-c2nc3ncccc3o2)c1,7
CCc1cccc(C)c1NC(=O)CCS(=O)(=O)c1cc(Br)cc2c1N(C(=O)C1CC1)CC2,-2
CCOC(=O)c1c(NC(=O)C2c3ccccc3Oc3ccccc32)sc(C)c1C,4
Cc1ccc(NCc2ccc(OCc3cccc4ccccc34)c(Br)c2)cc1,-3
Clc1ccc(-c2nc(N3CCN(c4ccccc4)CC3)ncc2-c2ccccc2)cc1,7
CCOc1cc(/C=N/N2CCN(C3Cc4ccccc4Sc4ccc(Cl)cc43)CC2)ccc1OCCN(C)C (stereo not given),-4
CC1=Nc2nc(CCCO)nn2C(c2cccnc2)C1C(=O)Nc1ccccc1C (stereo not given),-1
COc1cc2c(cc1OC)C(c1cc(OC)c(O)c(OC)c1)CC(=O)N2 (stereo not given),0
Cc1ccc(OC(C)C(=O)Nc2ccc(O)cc2)cc1 (stereo not given),-3
Cc1ccccc1C(=O)Nc1sc2c(c1C(=O)N1CCN(C)CC1)CCCC2,4
CCOC(=O)C1(Cc2ccc(OC)cc2)CCN(C(=O)c2ccc(C(=O)OC)cc2)CC1,-12
NC(=O)c1ccc(C2CCCN2C(=O)Nc2nnc(C3CCC3)s2)s1 (stereo not given),4
Cc1ccc(C(C)NC(=O)c2cccnc2)c(C)c1 (stereo not given),2
COc1ccc(NC(=O)COCc2cc(-c3cccs3)on2)cc1,4
Cc1cc(C)c2c(=O)cc(C(=O)Nc3nc4ccc(F)cc4s3)oc2c1,3
O=C(Nc1cccc(C(=O)OCc2cc(=O)n3c4c(sc3n2)CCCC4)c1)c1ccccc1,-8
COC(=O)C1CCCCN1Cc1ccc2c(c1)CN(C(=O)COc1ccccc1OC)CCO2 (stereo not given),1
O=C(Nc1ccc(C2CCCCC2)cc1)c1cnccn1,0
CCOc1ccccc1N1CC(c2nc3ccccc3n2CCOc2ccc(C(C)(C)C)cc2)CC1=O (stereo not given),-7
Cc1ccc(C(=O)Nc2ccccc2)cc1S(=O)(=O)Nc1ccc(Br)cc1,-1
COc1ccc(/C=N/NC(=O)CSc2nc3ccccc3s2)cc1,-3
COc1ccc(C2c3ccc(N)cc3OC(=N)C2C#N)cc1 (stereo not given),6
Cc1sc2ncn(CC(=O)NCc3ccccc3)c(=O)c2c1-c1ccc(Br)cc1,-4
O=C(Nc1c2c(nc3ccccc13)CCC2)C12CC3CC(CC(C3)C1)C2,6
Cc1ccc(-n2nc3ccc(NC(=O)c4ccco4)cc3n2)cc1Cl,-4
CC(C)(C)C(=O)NCCc1nc2ccccc2n1CCCCOc1ccccc1,11
Cc1cc(C)n(CCc2nnc(NC(=O)N3CCN(c4ccccc4)CC3)s2)n1,7
CCOc1cc(CN2CCC(C3(Cc4cccc(OC)c4)NC(=O)N(C)C3=O)CC2)ccc1O (stereo not given),3
O=C(Cn1cc(C(=O)C(F)(F)F)c2ccccc21)NCc1ccco1,0
CCCc1sc(N(C(=O)c2ccccc2F)c2ccc(OCC)cc2)nc1-c1ccccc1,-8
COc1cc(C)c(S(=O)(=O)N2CCN(S(=O)(=O)c3c(C)cc(OC)c(C)c3C)OCCO2)c(C)c1C,-4
CCOc1ccc(NC(=O)CC2C(=O)N(c3ccc(OC)cc3)C(=O)N2C2CCCCC2)cc1 (stereo not given),-2
COCC1CCN(Cc2ccc(OCC(O)CN3CCCC3)c(OC)c2)CC1 (stereo not given),-1
COC(=O)c1ccc(NC(=O)COC(=O)C23CC4CC(CC(C4)C2)C3)cc1,6
COC(=O)Nc1cc(C(=O)OC)cc(C(=O)OC)c1,5
FC(F)(F)c1ccc(Cn2ccc(-c3cccc(-c4cnccn4)c3)n2)cn1,14
Cn1nnc2cc(C(=O)Nc3ccccc3)ccc21,1
CCc1cc2c(=O)c(-c3ccc4c(c3)OCCO4)coc2cc1OC(=O)N1CCOCC1,11
CCc1c(C)nc(N2CCN(c3ccc(Cl)cc3)CC2)[nH]c1=O,9
Cc1ccc(C(=O)NCc2nnc(SCC(=O)Nc3nccs3)n2C)cc1,2
CC(=O)N1CCc2cc(Br)cc(S(=O)(=O)N3CCN(c4cccc(C)c4)C(C)C3)c21 (stereo not given),2
N#Cc1c(N)sc2c1C1CCN2CC1,0
CCOC(=O)c1c(C)n(-c2ccc(C)cc2)c2c(C(C(C)=O)C(=O)O)c(Br)c(O)c(O)c12 (stereo not given),6
COC(=O)CN1CCN(c2ccccn2)CC1,-4
Cc1cccc(N2CCN(S(=O)(=O)c3nnc(NC(=O)c4ccc(Cl)cc4)s3)CC2)c1,3
Fc1cccc(-c2n[nH]c3c2CN(Cc2ccsc2)CC3)c1,7
CCn1cc(I)c(C(=O)Nc2cc(Cl)ccc2Cl)n1,-1

# High-throughput results (PubChem)
